SMN2 splice up: increases expression of the SMN2 splice variant; HEK293 SMN2-luciferase splicing reporter, luminescence, 30-36 h; Potency, µM (titrated, usually from 46.1 µM), for inactives: at the highest dose activity change, positive = activation, hits mostly activators; 210,000 compounds, 2.8% hits; AID 1458; further: % of control where 0% means no effect; nearly all actives have a fitted effect of over 55% in size
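qHTS luciferase splicing reporter: luminescence rises when SMN2 exon 7 is included in transfected HEK293 cells. Compound exposure lasted 30-36 h at 37C, with 4.5 mM final sodium butyrate as control, followed by a ONE-Glo read.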
GoLoco inh red: RGS12 GoLoco-Gai1 interaction inhibition; Gai1:RGS12 GoLoco peptide FP, rhodamine, 10 min; Potency, µM (doses to about 61.6 µM), for inactives: at the top dose activity, negative = inhibition, hits mostly inhibitors; 230,000 compounds, 0.44% hits; active means well fitted inhibition curve with a large enough effect, not every such curve was filed as active; inactive means no such curve, though single readings can be large or run the other way; further: on the % scale 0 is the no-effect control and ±100 the full control effect; nearly all actives have a fitted effect of over 30% in size; many of its hits are not listed in these tables
JMJD2E inh: JMJD2E (human) inhibition | B2RXH2 | JMJD2E catalytic domain, FDH-coupled NADH fluorescence (FDH is formaldehyde dehydrogenase) | Potency, µM (top dose mostly 57.1 µM), without a hit: at the top dose activity change, negative = inhibition, usual class: inhibitors | 230,000 compounds, 1.6% hits | AID 2147; active means well fitted inhibition curve with a large enough effect, not every such curve was filed as active; inconclusive means small, poorly fitted or top-dose-only effect, or another doubt; inactive means no such curve, though single readings can be large or run the other way;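 further: 0% = wells with enzyme and -100% = buffer wells without enzyme; nearly all actives have a fitted effect of over 50% in size; many of its hits are not listed in these tables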
Lamin A splicing: modulators of lamin A splicing; 200,000 compounds, 0.01% hits; HeLa LMNA splicing GFP/RFP minigene ratio, 48 h; Potency, µM (doses to about 46.1 µM), for inactives: at the top dose ratio change, negative = inhibition, most hits filed as inhibitors; AID 1487; active means well fitted inhibition curve with a large enough effect in the signal ratio, with a control signal flat, not every such curve was filed as active; inconclusive means small, poorly fitted or top-dose-only effect, or effect the other way, or a change in a side signal; the % refers to the signal ratio; further: on the % scale 0 is the no-effect control and ±100 the full control effect
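S3 HeLa stable clones carrying a lamin A-EGFP splicing minigene plus DsRed2 were seeded at 600 cells/well in Opti-MEM with 2% FBS, pin-dosed and incubated 48 h at 37°C. Acumen cytometry (488 nm) gave the GFP/RFP total-intensity ratio.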
TRb SRC2 PPI: inhibitors of human thyroid hormone receptor beta-SRC2 interaction. P10828. TRbeta-SRC2 peptide binding, fluorescence polarization; receptor liganded with 1 µM T3. Potency, µM (doses to about 106 µM), for inactives: top-dose activity change, negative = inhibition, most hits filed as inhibitors. 280,000 compounds, 0.065% hits. AID 1469;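 further: plate controls were bound peptide for no effect and peptide without receptor for full effect; nearly all actives have a fitted effect of over 50% in size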
Target sequence (P10828 whole entry, looked up): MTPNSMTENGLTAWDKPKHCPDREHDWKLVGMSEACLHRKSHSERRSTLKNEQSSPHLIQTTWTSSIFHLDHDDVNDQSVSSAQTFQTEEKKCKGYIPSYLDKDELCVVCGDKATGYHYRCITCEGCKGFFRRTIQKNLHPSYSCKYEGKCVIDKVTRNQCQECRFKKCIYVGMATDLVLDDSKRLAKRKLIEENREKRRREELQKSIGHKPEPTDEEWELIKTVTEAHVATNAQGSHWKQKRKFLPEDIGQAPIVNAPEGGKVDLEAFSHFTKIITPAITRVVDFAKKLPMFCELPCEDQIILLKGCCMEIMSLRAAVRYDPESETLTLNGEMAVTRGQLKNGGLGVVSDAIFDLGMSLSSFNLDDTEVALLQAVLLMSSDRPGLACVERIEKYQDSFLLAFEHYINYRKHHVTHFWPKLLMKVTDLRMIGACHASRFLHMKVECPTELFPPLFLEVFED
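Read-out is fluorescence polarization (555 nm excitation, 632 nm emission) of a Texas Red SRC2 coactivator peptide; loss of signal reflects blocked binding to human TRb ligand-binding domain in the presence of 1 uM T3.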
ALDH1A1 block: ALDH1A1 (human) enzyme inhibition; Purified ALDH1A1, NADH fluorescence, propionaldehyde substrate; 220,000 compounds, 7.3% hits; P00352; Potency, µM (titrated, usually from 75.3 µM), for inactives: at the top dose activity, negative = inhibition, hits mostly inhibitors; active means well fitted inhibition curve with a large enough effect, not every such curve was filed as active; inconclusive means small, poorly fitted or top-dose-only effect, or another doubt; inactive means no such curve, though single readings can be large or run the other way;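 further: plate controls were no enzyme wells and a reference inhibitor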
Target sequence (P00352 whole entry, looked up): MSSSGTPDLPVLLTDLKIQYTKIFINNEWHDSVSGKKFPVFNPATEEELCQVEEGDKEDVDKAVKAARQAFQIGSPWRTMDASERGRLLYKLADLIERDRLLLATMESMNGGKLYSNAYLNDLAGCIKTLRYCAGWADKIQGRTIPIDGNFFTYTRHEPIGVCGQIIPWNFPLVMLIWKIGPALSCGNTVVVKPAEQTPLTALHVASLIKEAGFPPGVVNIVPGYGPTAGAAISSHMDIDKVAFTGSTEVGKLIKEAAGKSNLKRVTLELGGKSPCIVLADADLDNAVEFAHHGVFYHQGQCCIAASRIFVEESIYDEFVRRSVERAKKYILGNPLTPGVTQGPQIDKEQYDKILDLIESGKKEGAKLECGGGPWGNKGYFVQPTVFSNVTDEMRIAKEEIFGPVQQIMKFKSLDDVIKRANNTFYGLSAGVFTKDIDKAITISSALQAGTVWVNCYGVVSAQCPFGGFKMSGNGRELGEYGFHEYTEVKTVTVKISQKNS
RECQ1 helicase: inhibitors of human RECQ1 DNA helicase; P46063; RECQ1 DNA unwinding, red fluorescence kinetic read; AID 2549; 240,000 compounds, 0.54% hits; Potency, µM (doses to about 57.3 µM), inactives show top-dose activity, negative = inhibition, hits mostly inhibitors;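 further: plate controls were vehicle for no effect and no enzyme for full effect; nearly all actives have a fitted effect of over 30% in size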
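RECQ1T1 50 nM; forked duplex (20 bp + 30-nt ss tails) 200 nM, ATP 2 mM final; pH 8.0, 2 mM MgCl2, 2.5 ug/ml poly(dI-dC); 15 min compound preincubation; discontinuous kinetic read over 2 h at RT.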
TR SRC2 fluor cs: counter-screen for TRb-SRC2 inhibitors: fluorescence interference | TRb/SRC2 Texas Red total fluorescence interference | Potency, µM (titrated, usually from 106 µM), for the others: at the highest dose fluorescence change, negative = quenching | 280,000 compounds, 0.29% hits; active means well fitted curve in either direction with a large enough effect; inconclusive means small, poorly fitted or top-dose-only effect; further: on the % scale 0 is the no-effect control and ±100 the full control effect
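Flags fluorescent or light-absorbing compounds by total fluorescence, S + 2P, at 555 nm excitation and 632 nm emission. Mixture: 20 nM Texas Red SRC2 peptide, 0.6 uM human TRb LBD, 1 uM T3, 5% DMSO; compound exposure 5 h at ambient temperature.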
An asterisk follows results filed as active; & = joins results of further samples; [ ] = remark or other dose. Unless noted, the call rests on the fitted dose curve; in most records, active means well fitted curve in the direction sought with a large enough effect; inconclusive means small, poorly fitted or top-dose-only effect, or another doubt; inactive means no such curve, though single readings can be large; an effect the other way counts as inactive or inconclusive. Potency means the concentration at half of the fitted maximal effect. This is a subset. The share of hits here may be higher or lower than overall.

Screening CCCn1c(C)nc2c(N(CCOC)CCOC)nc(C)nc21 returned SMN2 splice up -7%, GoLoco inh red 4%, JMJD2E inh 12%, TRb SRC2 PPI -5%, ALDH1A1 block 7%, RECQ1 helicase inactive and TR SRC2 fluor cs -4%.
`Cc1cccc(-n2nnc3c(=O)n(Cc4ccccn4)cnc32)c1` gave SMN2 splice up -22%, GoLoco inh red 9%, JMJD2E inh 0%, Lamin A splicing 9%[9.22 µM], TRb SRC2 PPI -6%, ALDH1A1 block 0%, RECQ1 helicase -4% and TR SRC2 fluor cs 1%.
CN(c1ccc([N+](=O)[O-])cc1/C=N/NC(=O)COc1ccccc1)C1CCCCC1 was read as SMN2 splice up -10%, GoLoco inh red 3%, JMJD2E inh 33%[activator], Lamin A splicing -10%, TRb SRC2 PPI -12%, ALDH1A1 block -3%, RECQ1 helicase -8% and TR SRC2 fluor cs 2%.
N#CC1=C(S)N(c2ccccc2)C(c2ccc(-c3ccccc3Cl)o2)NC1=O (stereo not drawn) was read as SMN2 splice up -18%, GoLoco inh red 23%, JMJD2E inh -13%, Lamin A splicing 5%, TRb SRC2 PPI 0%, ALDH1A1 block inconclusive, RECQ1 helicase -7% and TR SRC2 fluor cs -1%.
COCc1cc(CN2CCN(Cc3ccsc3)C(CCO)C2)ccc1OC (stereo not drawn) was read as SMN2 splice up -7%, GoLoco inh red 5%, JMJD2E inh 7%, Lamin A splicing inconclusive, TRb SRC2 PPI -8%, ALDH1A1 block 2%, RECQ1 helicase -1% and TR SRC2 fluor cs -2%.
For O=c1oc(-c2cccc(C(F)(F)F)c2)nn1-c1ccc(C(F)(F)F)cn1 the results were GoLoco inh red -11%, JMJD2E inh 0%, TRb SRC2 PPI -1%, ALDH1A1 block 1%, RECQ1 helicase -7% and TR SRC2 fluor cs 0%.
For O=C(Nc1ccc2c(c1)OCCO2)C1CCCN(S(=O)(=O)Cc2ccccc2)C1 (stereo not drawn) the results were SMN2 splice up -11%, GoLoco inh red -5%, JMJD2E inh 2%, Lamin A splicing -9%, TRb SRC2 PPI -7%, ALDH1A1 block inconclusive, RECQ1 helicase inactive and TR SRC2 fluor cs 3%.
CCn1nc(C(=O)OCC(=O)NCC(C)C)c2ccccc2c1=O was read as SMN2 splice up -4%, GoLoco inh red -1%, JMJD2E inh 10%, Lamin A splicing -15%[46 µM], TRb SRC2 PPI -2%, ALDH1A1 block -5%, RECQ1 helicase inactive and TR SRC2 fluor cs -2%.
Screening Cc1cc(NC(=O)COC(=O)CCNS(=O)(=O)c2cccc(C(F)(F)F)c2)no1 returned SMN2 splice up 11%, GoLoco inh red 6%, JMJD2E inh 2%, Lamin A splicing -8%[46 µM], TRb SRC2 PPI 1%, ALDH1A1 block 0%, RECQ1 helicase inactive and TR SRC2 fluor cs -1%.
For COC(=O)C1(C(C)=O)CC2=CC[C@H]3C(=O)N(c4ccccc4)C(=O)[C@H]3[C@@H]2Cc2ccccc2[C@@H]1C[N+](=O)[O-] (stereo partly drawn) the results were SMN2 splice up 4%&5%, GoLoco inh red 0%&0%, JMJD2E inh -2%&16%, TRb SRC2 PPI 6%&7%, ALDH1A1 block -3%&-11%, RECQ1 helicase 2% and TR SRC2 fluor cs -1%&-2%.
For O=c1oc2cc(Oc3ccc(C(F)(F)F)cc3[N+](=O)[O-])ccc2c2c1CCCC2 the results were SMN2 splice up 4%, GoLoco inh red 3%, JMJD2E inh inconclusive, Lamin A splicing -1%, TRb SRC2 PPI 2%, ALDH1A1 block -5%, RECQ1 helicase -12% and TR SRC2 fluor cs -2%.
For C(=C\c1ccccc1)/C=N/N1CCN(c2ccccn2)CC1 the results were SMN2 splice up inconclusive, GoLoco inh red -3%, JMJD2E inh -3%, Lamin A splicing -10%, TRb SRC2 PPI 4%, ALDH1A1 block 0%, RECQ1 helicase inactive and TR SRC2 fluor cs -4%.
For OC(COCc1ccc(Cl)cc1)CN1CCc2ccccc2C1 (stereo not drawn) the results were SMN2 splice up inconclusive, GoLoco inh red 5%, JMJD2E inh 2%, Lamin A splicing -9%, TRb SRC2 PPI -6%, ALDH1A1 block -10%, RECQ1 helicase -1% and TR SRC2 fluor cs -2%.
Screening CC(=O)NC1(C(F)(F)F)N=C(c2ccccc2)NC1=O (stereo not drawn) returned SMN2 splice up -2%, GoLoco inh red 7%, JMJD2E inh 10%, Lamin A splicing -2%, TRb SRC2 PPI -5%, ALDH1A1 block 12%, RECQ1 helicase inactive and TR SRC2 fluor cs -1%.
Cc1ccccc1Nc1nc(N)nc(COC(=O)c2cccn2C)n1 was read as SMN2 splice up 11µM*, GoLoco inh red 5%, JMJD2E inh -1%, Lamin A splicing -29%, TRb SRC2 PPI 13%, ALDH1A1 block -2%, RECQ1 helicase -7% and TR SRC2 fluor cs -1%.
For O=C(NCc1ccco1)C(C(=O)c1ccccc1)n1ccccc1=O (stereo not drawn) the results were SMN2 splice up -11%, GoLoco inh red 10%, JMJD2E inh 11%, Lamin A splicing 3%, TRb SRC2 PPI 3%, ALDH1A1 block 0%, RECQ1 helicase inactive and TR SRC2 fluor cs 1%.
Cc1ccsc1C(=O)OCC(=O)N1CCOCC1 was read as SMN2 splice up inconclusive, GoLoco inh red -4%, JMJD2E inh 9%, Lamin A splicing 5%, TRb SRC2 PPI -11%, ALDH1A1 block -12%, RECQ1 helicase inactive and TR SRC2 fluor cs 2%.
`COc1ccc(-n2nnc3c(=O)n(CC(=O)N4CCCCC4)cnc32)cc1` gave SMN2 splice up -1%, GoLoco inh red 15%, JMJD2E inh -5%, Lamin A splicing -2%, TRb SRC2 PPI -5%, ALDH1A1 block inconclusive, RECQ1 helicase -12% and TR SRC2 fluor cs -5%.
For CCOC(=O)/C(C#N)=C/c1cn(CCC(=O)O)nc1-c1cccc(Cl)c1 the results were SMN2 splice up 12%, GoLoco inh red 14%, JMJD2E inh -2%, Lamin A splicing -19%[46 µM], TRb SRC2 PPI -2%, ALDH1A1 block inconclusive, RECQ1 helicase -6% and TR SRC2 fluor cs -2%.
For COC(=O)c1cc2c(s1)-c1ccc(OC)cc1CC2 the results were GoLoco inh red -2%, JMJD2E inh inconclusive, TRb SRC2 PPI 2%, RECQ1 helicase -11% and TR SRC2 fluor cs -2%.
Screening CCOC(=O)c1c(C)[nH]c(C(=O)OCC(=O)NC(C)C)c1C returned SMN2 splice up -40%[inhibitor], GoLoco inh red -1%, JMJD2E inh -4%, Lamin A splicing inconclusive, TRb SRC2 PPI 3%, ALDH1A1 block -8%, RECQ1 helicase -5% and TR SRC2 fluor cs -3%.
Screening O=c1cc(CO)occ1OCc1cccc(F)c1 returned SMN2 splice up 1%, GoLoco inh red 6%, JMJD2E inh 2%, Lamin A splicing 7%, TRb SRC2 PPI 5%, ALDH1A1 block 1%, RECQ1 helicase -23% and TR SRC2 fluor cs -4%.
Cc1ccc(Oc2ccccc2)c(NC=O)c1 was read as SMN2 splice up -7%, GoLoco inh red 6%, JMJD2E inh -15%, Lamin A splicing 16%, TRb SRC2 PPI -5%, ALDH1A1 block 4%, RECQ1 helicase inactive and TR SRC2 fluor cs -1%.
Screening CCOc1cc(/C=N/NC(=O)c2cc(C)n(-c3ccc(F)cc3)c2C)ccc1O returned GoLoco inh red 10%, JMJD2E inh inconclusive, Lamin A splicing inconclusive, TRb SRC2 PPI -8%, ALDH1A1 block -6%, RECQ1 helicase inactive and TR SRC2 fluor cs -2%.
For Cc1nnsc1C(=O)NCc1c(F)cccc1Cl the results were GoLoco inh red 3%, JMJD2E inh -21%, TRb SRC2 PPI -1%, ALDH1A1 block 9%, RECQ1 helicase -4% and TR SRC2 fluor cs 2%.
`Cc1ccc2c3c(c(SCC(=O)Nc4nccs4)nc2c1)CCCC3` gave SMN2 splice up 5%, GoLoco inh red 7%, JMJD2E inh 2%, Lamin A splicing 4%[0.0737 µM], TRb SRC2 PPI -5%, ALDH1A1 block 8%, RECQ1 helicase -10% and TR SRC2 fluor cs -2%.
CC(=O)Nc1ccc(N(C(=O)c2cnccn2)C(C(=O)NC2CCCCC2)c2ccc(O)cc2)cc1 (stereo not drawn) was read as SMN2 splice up 21%, GoLoco inh red 0%, JMJD2E inh 1%, Lamin A splicing 4%, TRb SRC2 PPI -9%, ALDH1A1 block 3%, RECQ1 helicase -8% and TR SRC2 fluor cs 2%.
Screening Cc1noc(C)c1S(=O)(=O)Nc1ccc(C(=O)N2CCN(c3cccc(Cl)c3)CC2)cc1 returned SMN2 splice up 7%, GoLoco inh red 8%, JMJD2E inh -2%, Lamin A splicing inconclusive, TRb SRC2 PPI 5%, ALDH1A1 block 10%, RECQ1 helicase -11% and TR SRC2 fluor cs -3%.

At a glance, part of the list above:
`COc1ccc(-n2nnc3c(=O)n(CC(=O)N4CCCCC4)cnc32)cc1` gave SMN2 splice up -1%, GoLoco inh red 15%, JMJD2E inh -5%, Lamin A splicing -2%, TRb SRC2 PPI -5%, ALDH1A1 block inconclusive, RECQ1 helicase -12% and TR SRC2 fluor cs -5%.
For CCOC(=O)/C(C#N)=C/c1cn(CCC(=O)O)nc1-c1cccc(Cl)c1 the results were SMN2 splice up 12%, GoLoco inh red 14%, JMJD2E inh -2%, Lamin A splicing -19%[46 µM], TRb SRC2 PPI -2%, ALDH1A1 block inconclusive, RECQ1 helicase -6% and TR SRC2 fluor cs -2%.
For COC(=O)c1cc2c(s1)-c1ccc(OC)cc1CC2 the results were GoLoco inh red -2%, JMJD2E inh inconclusive, TRb SRC2 PPI 2%, RECQ1 helicase -11% and TR SRC2 fluor cs -2%.
